# From PubChem
# KB-3-1 tox – KB-3-1 parental cell cytotoxicity. KB-3-1 viability, CellTiter-Glo ATP luminescence, 72 h. Potency, µM (top dose mostly 46.1 µM), for inactives: at the highest dose activity change, negative = cytotoxic, most hits filed as cytotoxic. 1.4% of 400,000 active; note: % is set by controls: 0 for no effect and ±100 for the full control effect; nearly all actives have a fitted effect of over 60% in size
#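 Cytotoxicity in the drug-sensitive parental line KB-3-1 was scored as loss of CellTiter-Glo luminescence following 72 h incubation with compound. Values come from curve fitting of normalized concentration-response data.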
# KB-V1 cytotox – kills drug-selected multidrug resistant KB-V1 cells. KB-V1 MDR cells viability, CellTiter-Glo, 72 h. Potency, µM (top dose mostly 46.1 µM), without a hit: top-dose activity change, negative = cytotoxicity, hits mostly cytotoxic. 3.4% of 400,000 active. AID 1347076; note: % is set by controls: 0 for no effect and ±100 for the full control effect; nearly all actives have a fitted effect of over 60% in size
#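 Potencies derive from concentration-effect curves fitted to normalized luminescence (CellTiter-Glo) of KB-V1 cells treated for 72 h at 37 degrees C in phenol-red-free DMEM containing 10% FBS.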
# SW480 rerep – inducers of DNA re-replication in SW480 colon cancer cells; Potency, µM (titrated, usually from 46.1 µM), for the others: at the top dose re-replication activation, most hits filed as activators; SW480 DNA re-replication, Hoechst DNA content imaging, 48 h; AID 624297; 1.8% of 340,000 active; note: % of control where 0% means no effect; nearly all actives have a fitted effect of over 55% in size
#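 Quantitative HTS format with DMSO vehicle controls; 48 hr drug incubation at 37 C, then 40 min Hoechst staining and scanning imager measurement at 405 nm excitation.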
# GLP-1R inv ag – acts as inverse agonist at human GLP-1 receptor; HEK293 GLP-1R CRE-luciferase, luminescence, 24 h; GLP-1R form is constitutively active; P43220; Potency, µM (doses to about 38.3 µM), for inactives: at the highest dose activity change, negative = inhibition, most hits filed as inhibitors; 1.6% of 410,000 active; note: % is set by controls: 0 for no effect and ±100 for the full control effect; nearly all actives have a fitted effect of over 55% in size
# Target sequence (P43220 whole entry, looked up): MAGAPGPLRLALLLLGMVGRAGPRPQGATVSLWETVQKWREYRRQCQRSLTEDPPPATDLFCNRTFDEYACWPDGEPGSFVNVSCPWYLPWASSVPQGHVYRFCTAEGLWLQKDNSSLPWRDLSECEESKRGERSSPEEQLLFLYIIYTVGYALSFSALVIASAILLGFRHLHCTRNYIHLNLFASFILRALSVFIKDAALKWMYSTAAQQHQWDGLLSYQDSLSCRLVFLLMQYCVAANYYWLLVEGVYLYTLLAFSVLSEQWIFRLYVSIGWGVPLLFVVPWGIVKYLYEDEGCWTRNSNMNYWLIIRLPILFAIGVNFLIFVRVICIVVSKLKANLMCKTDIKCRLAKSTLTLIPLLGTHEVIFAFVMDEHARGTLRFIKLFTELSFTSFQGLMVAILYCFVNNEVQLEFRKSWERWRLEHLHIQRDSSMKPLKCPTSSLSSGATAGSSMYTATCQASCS
#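 Assay principle: reduced luminescence from a cAMP-responsive reporter in HEK293 cells co-expressing a constitutively active GLP-1R. Conditions: 24 hr compound incubation, 37 deg C, 5% CO2.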
# TDP43 rescue – TDP-43 toxicity inhibition in yeast. TDP-43 expressing yeast growth rescue, BacTiter-Glo, 24 h. 1.8% of 410,000 active. Potency, µM (series often up to 46.1 µM), for inactives: top-dose growth rescue (activation), actives largely listed as activators; note: % of control where 0% means no effect; nearly all actives have a fitted effect of over 50% in size
#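 Readout is BacTiter-Glo luminescence of cell growth, so inhibitors register as activators. TDP-43-expressing yeast at OD600=0.02 in galactose medium, after raffinose pregrowth to mid-log, were incubated with compound for 24 hr at 30 deg C.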
# GLP1R cytotox – cytotoxicity in counter-screen for GLP-1R inverse agonists; HEK293 cAMP-luciferase reporter cells, luminescence, 24 h; Potency, µM (top dose mostly 38.3 µM), for inactives: at the highest dose activity change, negative = inhibition, actives largely listed as inhibitors; 0.13% of 410,000 active;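 note: loss of luciferase light is scored as toxicity; % is set by controls: 0 for no effect and ±100 for the full control effect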
#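 Seeding density was 200 cells/uL; after overnight-length (12 h) culture, 23 nL compounds went on for 24 h at 37 °C. Readout used a luciferase detection reagent, luminescence taken after 12 min at room temperature.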
# HT1080NT lethal – kills 2HG-producing HT-1080-NT fibrosarcoma cells; HT-1080-NT fibrosarcoma viability, CellTiter-Glo ATP luminescence, 48 h; Potency, µM (doses to about 46.1 µM), without a hit: at the highest dose activity, negative = less viability, actives largely listed as cytotoxic; 1.6% of 360,000 active; AID 686970;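 note: NT is the 2HG producing partner of a matched IDH1 knockdown line; 0% = DMSO-treated cells and -100% = media-only wells without cells; nearly all actives have a fitted effect of over 55% in size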
#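 750 cells/well, RPMI + 5% FBS; 2 h settle, compound pin-transfer, 48 h at 37 degrees C. CellTiter-Glo 10 min RT, luminescence. Normalized to DMSO and media-only wells.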
# GLP-1R agonist – activates the human GLP-1 receptor; 0.007% of 380,000 active; AID 624172; P43220; HEK293 GLP-1R CRE-luciferase, luminescence, 4-6 h; cells express a hypersensitive GLP-1R form; Potency, µM (highest dose often 45.6 µM), inactives show at the top dose activation, most hits filed as activators; note: % of control where 0% means no effect
# HT1080 IDH1KD tx – HT-1080 IDH1 knockdown cell toxicity (counter line). HT-1080 IDH1 knockdown viability, ATP luminescence, 48 h. Potency, µM (doses to about 46.1 µM), for the others: at the top dose activity, negative = toxicity, most hits filed as cytotoxic. 2% of 360,000 active. AID 686971;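 note: 0% = DMSO wells and -100% = cell-free medium wells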
#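 % activity derives from luminescence (CellTiter-Glo), normalised to DMSO and no-cell wells. HT-1080-IDH1KD cells, 750/well, had 48 h compound exposure at 37 °C.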
# Starred values were filed as active, the others as inactive; ? = inconclusive; . = not tested or not shown; [ ] = remark or other dose. Calls come from the whole dose curve; as a rule, active = well fitted curve in the direction sought with a large enough effect; inconclusive = small, poorly fitted or top-dose-only effect, or another doubt; inactive = no such curve, though single readings can be large; an effect the other way counts as inactive or inconclusive. Potency is the fitted concentration of half-maximal effect.
smiles	KB-3-1 tox	KB-V1 cytotox	SW480 rerep	GLP-1R inv ag	TDP43 rescue	GLP1R cytotox	HT1080NT lethal	GLP-1R agonist	HT1080 IDH1KD tx
COc1ccc(C(=O)n2nc(-c3ccco3)nc2N)cc1	-4%	11%	-6%	1%	9%	-12%	0%	-6%	1%
O=C(Nc1ccncc1)c1ccc(Cl)c(Cl)c1	-20%	-11%	-1%	-6%	-5%	1%	-3%	-2%	-15%
COc1ccc(S(=O)(=O)N2CC(C(=O)O)Oc3ccc(CC(=O)O)cc32)cc1 (configuration not stated)	-1%	11%	-5%	2%	1%	-3%	21%	-10%	11%
CC(=O)N1c2ccc(S(=O)(=O)NCC3CCC(C(=O)Nc4ccc(F)cc4)CC3)cc2CC1C (configuration not stated)	?	-3%	.	-19%	0%[9.22 µM]	-11%	.	.	.
O=C(CN1CCCN(Cc2ccccc2Cl)S1(=O)=O)Nc1ccc2c(c1)OCCO2	1%	-15%	.	?	?	4%	.	.	.
COc1ccc2ccn(S(=O)(=O)c3ccccc3)c2c1	1%	0%	-4%	?	20µM*	13%	-19%	12%	-18%
COC(=O)c1[nH]c2ccc(C)cc2c1NC(=O)CN1CCCC(C)(C)C1	21µM*	?	-6%[9.22 µM]	2.2µM*	10%	0%	-28%	-7%	-24%
CCOc1ccc(-c2cccc(NS(=O)(=O)c3cc([N+](=O)[O-])ccc3C)c2)nn1	11%	2%	-36%[inhibitor]	-14%	30%	-2%	1%	3%	2%
CCc1c(C)sc(NC(=S)N2CCN(S(C)(=O)=O)CC2)c1C(=O)OC	2%	-1%	4%	0%	14%	7%	0%	0%	-2%
CCOc1ccc(NC(=S)NCCN2CCN(Cc3ccccc3)CC2)cc1	-23%	?	-17%	?	2%	?	0%	2%	-9%
CC(C)(C)OC(=O)N/N=C/c1c[nH]c2ccccc12	10%	10%	-9%	-9%	7%	1%	-10%	3%	-6%
COc1ccc(NC(=O)C(C)n2nc(-c3ccc(C)c(C)c3)ccc2=O)cc1OC (configuration not stated)	0%	-14%	.	-3%	7%	-13%	.	.	.
O=C(CNC(=O)c1ccc(F)cc1)N/N=C/c1ccc(O)c([N+](=O)[O-])c1	-8%	?	3%	6%	-11%	-1%	2%	-2%	-3%
Cc1ccc(NC(=O)COC(=O)CN2C(=O)c3ccccc3C2=O)cc1S(=O)(=O)N(C)C	12%	-1%	5%	2%	5%	-15%	2%	0%	14%
NC(=O)[C@@H]1CCCN1C(=O)c1ccc2oc(CCc3ccccc3)nc2c1	3%	-2%	1%	27%	15%	5%	-3%	3%	-2%
O=C(CN1C(=O)c2cccnc2Oc2ccc(Cl)cc21)N1CCOCC1	10%	8%	-4%	-1%	-21%	-4%	8%	-2%	24%
Cn1c(CSCc2ccc(F)cc2)nnc1SCC(=O)Nc1nccs1	?	23µM*	0%	-2%	7%	4%	-27%	2%	-2%
CCOC(=O)c1cnc2ccc(OC)cc2c1Nc1ccc2c(c1)OCCO2	?	?	9%	?	2%	?	?	-6%	?
COc1cccc(NC(=O)c2ccc(S(=O)(=O)NCc3cccnc3)cc2)c1	-27%	18µM*	-18%	3%	7%	12%	-19%	5%	-17%
O=C1/C(=C/c2ccc3c(c2)OCO3)Oc2cc(OCC(=O)N3CC(O)C[C@H]3C(=O)O)ccc21 (some centres not stated)	0%	15%	-3%	6%	3%	28%	-7%	0%	1%

# An excerpt of these results, with two lines to a compound.
# The line under a structure holds: KB-3-1 tox, KB-V1 cytotox, SW480 rerep, GLP-1R inv ag, TDP43 rescue, GLP1R cytotox, HT1080NT lethal, GLP-1R agonist, HT1080 IDH1KD tx
O=C(CNC(=O)c1ccc(F)cc1)N/N=C/c1ccc(O)c([N+](=O)[O-])c1
  -8%, ?, 3%, 6%, -11%, -1%, 2%, -2%, -3%
Cc1ccc(NC(=O)COC(=O)CN2C(=O)c3ccccc3C2=O)cc1S(=O)(=O)N(C)C
  12%, -1%, 5%, 2%, 5%, -15%, 2%, 0%, 14%
NC(=O)[C@@H]1CCCN1C(=O)c1ccc2oc(CCc3ccccc3)nc2c1
  3%, -2%, 1%, 27%, 15%, 5%, -3%, 3%, -2%
O=C(CN1C(=O)c2cccnc2Oc2ccc(Cl)cc21)N1CCOCC1
  10%, 8%, -4%, -1%, -21%, -4%, 8%, -2%, 24%
Cn1c(CSCc2ccc(F)cc2)nnc1SCC(=O)Nc1nccs1
  ?, 23µM*, 0%, -2%, 7%, 4%, -27%, 2%, -2%

# Carrying on.
smiles	KB-3-1 tox	KB-V1 cytotox	SW480 rerep	GLP-1R inv ag	TDP43 rescue	GLP1R cytotox	HT1080NT lethal	GLP-1R agonist	HT1080 IDH1KD tx
NC(=O)C1CCCN(C(=S)Nc2cccc3ccccc23)C1 (configuration not stated)	9%	0%	-3%	-9%	-25%	5%	6%	0%	-1%
O=C(COC(=O)c1ccc2ncsc2c1)Nc1ncc(Cl)cc1Cl	2%	13%	8%	4%	-20%	-20%	18%	0%	8%
Cc1ccc(C(=O)N/C(=C\c2cn(S(=O)(=O)N(C)C)c3ccccc23)C(=O)NCCN2CCOCC2)cc1	-11%	0%	-7%	?	-1%	-1%	-11%	-4%	-1%
Cc1ccc2cc(C)c(SCC#N)nc2c1	12%	5%	-9%	-2%	5%	3%	8%	6%	13%
Cc1csc(=O)n1CCC(=O)OCC(=O)Nc1ccc(N2CCOCC2)cc1	8%	?	.	1%	19%	3%	-2%	9%	0%
Nc1ncc(Br)cc1N=Cc1ccccc1	16%	-5%	1%	0%	-1%	58%[activator]	17%	0%	7%
CCC(C)(C)c1ccc(OCC(=O)Nc2ccncc2)cc1	8%	0%	-4%	9%	10%	-7%	-4%	11%	1%
O=C(CCCC1=NS(=O)(=O)c2ccccc2N1)Nc1ccccc1	0%	?	2%	-14%	2%	-9%	3%	-1%	-5%
Cc1ccc(NC2c3ncccc3C(=O)N2C2CCCCC2)cc1 (configuration not stated)	-2%	7%	15%	0%	-4%	2%	-5%	0%	-14%
O=C(NCc1ccncc1)c1ccc2nc([C@@H]3O[C@H](CO)[C@H](O)[C@H](O)[C@H]3O)[nH]c2c1	0%	1%	.	21%	30%	0%	25%	-4%	9%
COc1ccc2cc3cc(C(=O)NCc4cccs4)oc3nc2c1	4.6µM*	?	10%	20%	6%	-3%	?	3%	?
O=C(CSc1nnc2ccc(-c3cccnc3)nn12)Nc1cccc(F)c1	2%	-16%	-1%	15%	-30%	-4%	-1%	0%	-13%
O=C(c1cccs1)N1CCN(CCc2ccccc2)CC1	7%	-8%	-6%	5%	-14%	-19%	25%	-7%	10%
COc1ccc(S(=O)(=O)N2CCOC2CNC(=O)C(=O)NCCN2CCOCC2)cc1 (configuration not stated)	-4%	?	-4%	11%	4%	0%	2%	-6%	1%
COc1ccccc1OCCOCCOc1ccc(C)cc1Br	1%	-71%	-2%	?	?	4%	-5%	0%	12%
COc1ccc(S(=O)(=O)Nc2cc(C)ccn2)cc1OC	-2%	-7%	-16%	-1%	1%	36%[activator]	4%	7%	-11%
Cc1cc(NC(=O)c2ccc([N+](=O)[O-])cc2)n(CCC#N)n1	3%	5%	4%	-3%	10%	8%	4%	11%	1%
COc1ccccc1C1CC(c2ccc(NS(C)(=O)=O)cc2)=NN1S(=O)(=O)c1ccccc1 (configuration not stated)	-11%	4%	?	?	19%	-8%	-15%	0%	-24%
COC(=O)c1cccc(NC(=O)CN2CCC(NC(=O)c3cc(OC)c(OC)c(OC)c3)CC2)c1	20%	?	-3%	7%	-10%	-6%	-13%	9%	-12%
COCCNC(=O)COC(=O)c1cc(-c2ccc(OC)cc2)nc2ccccc12	-18%	-17%	-3%	-24%	17%	-4%	-22%	15%	-17%
CC(C)c1ccc(/C=C/C(=O)NC(=S)Nc2ccc(CN3CCOCC3)cc2)cc1	-25%	?	23%	?	-37%[inhibitor]	10µM*	?	-1%	?
Cc1cccc(NC(=O)c2nc[nH]c2C(=O)NCc2ccccc2)c1	-2%	-10%	-3%	-9%	24%	2%	-24%	0%	-11%
CCN(CC)C(=O)CSc1nc2nc(C)cc(C)c2c(=O)[nH]1	1%	8%	-2%	16%	-14%	0%	4%	-2%	2%
COC(=O)c1ccc(Nc2ccc3nonc3c2[N+](=O)[O-])cc1	-1%	?	?	2%	10%	0%	-2%	-5%	-8%
CN(C)c1ccc(-c2ccnc3c2CC(C)(C(=O)NCc2ccc(F)c(F)c2)O3)cc1 (configuration not stated)	-1%	-10%	.	?	0%	-15%	?	-7%	?
CC1(C)CC(=O)C=C(Nc2ccc(Cl)c(Br)c2)C1	-23%	?	?	?	-8%	13%	-11%	3%	1%
CC(=O)c1c(C)[nH]c(C(=O)OCCOc2ccccc2)c1C	?	6.5µM*	-3%	?	0%	-8%	1%	0%	?
O=[N+]([O-])c1ccccc1/C=C/CN1CCSCC1	-2%	2%	5%	0%	15%	4%	0%	-6%	-1%
CC(=O)c1ccc(NCC2COc3ccccc3O2)c([N+](=O)[O-])c1 (configuration not stated)	-17%	0%	0%	7%	-5%	-2%	-1%	32%	-15%
COc1ccc(C(=O)Nc2nc(CC(=O)NCc3ccc(F)cc3)cs2)cc1	-1%	?	4%	?	19%	-3%	1%	-6%	-4%
COC(=O)C1=C(C(=O)c2ccccc2)C(c2ccccc2)n2nnnc2N1 (configuration not stated)	5%	19%	-3%	1%	-17%	-15%	5%	5%	-12%
COCCn1c(SCC(=O)c2c(-c3ccccc3)n(C)c3ccccc23)nnc1-c1ccncc1	-16%	?	1%	9%	5%	-12%	-2%	25%	-7%

# Single records (already shown). Values in the order: KB-3-1 tox	KB-V1 cytotox	SW480 rerep	GLP-1R inv ag	TDP43 rescue	GLP1R cytotox	HT1080NT lethal	GLP-1R agonist	HT1080 IDH1KD tx
# `CC(C)c1ccc(/C=C/C(=O)NC(=S)Nc2ccc(CN3CCOCC3)cc2)cc1` is entered as -25%	?	23%	?	-37%[inhibitor]	10µM*	?	-1%	?
# `CN(C)c1ccc(-c2ccnc3c2CC(C)(C(=O)NCc2ccc(F)c(F)c2)O3)cc1` (configuration not stated) is entered as -1%	-10%	.	?	0%	-15%	?	-7%	?
